TCR act = T cell receptor activation | primary human leukocytes, anti-CD3, IL-2 HTRF, 48 h | Potency, µM (top dose mostly 9.22 µM), without a hit: at the top dose activation of IL-2 secretion, actives largely listed as activators | 330,000 tested, under 10 active | AID 504894; note: % of control where 0% means no effect
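1) Mix primary human leukocytes, a-CD3 beads and compound. 2) Incubate 48 hr. 3) Add HTRF IL-2 reagents (a-IL-2-K, a-IL-2-d2).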
Tb PFK block = inhibitors of T. brucei phosphofructokinase. T. brucei PFK, ADP-Glo luminescence. 0.17% of 330,000 active. AID 485367. Potency, µM (highest dose often 57.5 µM), for the others: at the top dose activity, negative = inhibition, actives largely listed as inhibitors;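 note: potency is the fitted concentration of half-maximal effect; 0% = uninhibited 1x PFK enzyme wells and -100% = no-enzyme wells; nearly all actives have a fitted effect of over 60% in size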
Target sequence (O15648 whole entry, looked up): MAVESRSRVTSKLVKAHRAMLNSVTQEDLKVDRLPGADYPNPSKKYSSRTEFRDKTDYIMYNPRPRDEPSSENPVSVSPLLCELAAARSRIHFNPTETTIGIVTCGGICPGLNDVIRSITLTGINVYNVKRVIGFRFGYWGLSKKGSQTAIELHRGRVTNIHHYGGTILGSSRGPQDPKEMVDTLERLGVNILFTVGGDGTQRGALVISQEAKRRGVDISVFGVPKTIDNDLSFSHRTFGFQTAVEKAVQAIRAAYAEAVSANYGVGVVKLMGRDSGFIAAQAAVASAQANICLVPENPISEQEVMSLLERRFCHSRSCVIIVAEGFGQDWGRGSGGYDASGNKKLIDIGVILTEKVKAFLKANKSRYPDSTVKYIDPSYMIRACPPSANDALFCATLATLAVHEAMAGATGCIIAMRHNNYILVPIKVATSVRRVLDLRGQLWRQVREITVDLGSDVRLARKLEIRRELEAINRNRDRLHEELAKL
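1.25 nM PFK with 0.5 mM F6P and 0.1 mM ATP in 0.1 M TEA pH 8.0, 5 mM MgCl2, incubated 45 min at room temperature; ADP measured by ADP-Glo luminescence; compounds titrated up to 57 uM.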
PTAP TSG101 blk = blocks PTAP/TSG101 interaction to inhibit HIV-1 budding | Q99816 | Fluorescence polarization, FITC-PTAP peptide / Tsg101 binding | Potency, µM (series often up to 115 µM), inactives show at the top dose activity change, negative = inhibition, most hits filed as inhibitors | 340,000 tested, under 10 active; active = well fitted inhibition curve with a large enough effect in the main read-out, with a control signal flat, not every such curve was filed as active; inconclusive = small, poorly fitted or top-dose-only effect, or effect the other way, or a change in a side signal; inactive = no such curve, though single readings can be large or run the other way; note: potency is the fitted concentration of half-maximal effect; % of control where 0% means no effect
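Steps: Tsg101 binding domain dispensed (10 uM final), compounds pinned in DMSO, FITC-labeled PTAP-motif peptide added (50 nM final); after 20 min binding at room temperature, polarization measured.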
TSHR antag = antagonists of human thyroid stimulating hormone receptor; activity change, negative = inhibition, % at 11.5 µM; TSHR-expressing cells, TSH-stimulated cAMP HTRF, 2 h; hits give low values; P16473; 0.2% of 330,000 active;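 active = activity change below a set negative limit, meaning inhibition stronger than a set level, cut at about -70% in these data; inconclusive = activity change between two set negative limits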; note: % is set by controls: 0 for no effect and ±100 for the full control effect
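TSHR-expressing cells were treated with compounds, then stimulated with TSH at EC80 (4nM final) for 2 hours at 37 deg C. Cellular cAMP was measured by HTRF competition between lysate cAMP and cAMP-d2 for a cryptate-labelled anti-cAMP antibody.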
Chronic BCR inh = chronic active BCR signaling inhibition. 0.05% of 340,000 active. Potency, µM (series often up to 46.1 µM), for the others: at the highest dose ratio change, negative = lower green/red ratio, usual class: inhibitors. ABC-DLBCL IkBa-CBG/CBR reporter, luminescence ratio, 4 h. AID 493014; active = well fitted inhibition curve with a large enough effect in the signal ratio, with a control signal flat, not every such curve was filed as active; inconclusive = small, poorly fitted or top-dose-only effect, or effect the other way, or a change in a side signal; the % refers to the signal ratio;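 note: potency is the fitted concentration of half-maximal effect; plate controls were basal doxycycline-induced cells for no effect and cells given 10 µM MG132 for full effect; MG132 reads +100%, hits lower the ratio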
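TMD8 human ABC-DLBCL cells with doxycycline-inducible IκBα–green luciferase fusion and unfused red luciferase, in 0.5% FBS medium; compounds up to 46 uM, 4 h at 37C. Green/red luminescence ratio, filter-overlap corrected, fitted to concentration-response curves.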
Eya2 inh = inhibitors of human Eya2 phosphatase activity | AID 488837 | recombinant Eya2, OMFP fluorescence dephosphorylation (OMFP is methylfluorescein phosphate) | 0.006% of 330,000 active | Potency, µM (highest dose often 76.9 µM), for inactives: at the highest dose activity, negative = inhibition, most hits filed as inhibitors; note: potency is the fitted concentration of half-maximal effect; % is set by controls: 0 for no effect and ±100 for the full control effect
Target sequence (O00167 whole entry, looked up): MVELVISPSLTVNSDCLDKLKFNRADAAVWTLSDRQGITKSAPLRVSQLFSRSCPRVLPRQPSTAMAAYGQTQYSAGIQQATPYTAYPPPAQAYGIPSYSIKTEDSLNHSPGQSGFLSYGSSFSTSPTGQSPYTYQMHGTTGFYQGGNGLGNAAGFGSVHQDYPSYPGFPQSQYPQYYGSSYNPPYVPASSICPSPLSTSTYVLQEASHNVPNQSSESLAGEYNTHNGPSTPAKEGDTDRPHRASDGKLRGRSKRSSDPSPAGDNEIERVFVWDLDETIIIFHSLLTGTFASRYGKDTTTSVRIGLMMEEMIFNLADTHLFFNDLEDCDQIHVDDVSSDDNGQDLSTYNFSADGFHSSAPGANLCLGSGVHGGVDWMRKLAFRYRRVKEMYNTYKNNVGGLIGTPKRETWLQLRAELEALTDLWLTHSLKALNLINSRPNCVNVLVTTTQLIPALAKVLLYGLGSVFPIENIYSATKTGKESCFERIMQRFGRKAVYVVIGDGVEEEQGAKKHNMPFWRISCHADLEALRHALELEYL
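Eya2 protein (added as 0.2 uM solution) was preincubated with compound for 10 min at ambient temperature in 50 mM HEPES pH 7.5, 50 mM NaCl, 5 uM MgCl2, 0.05% BSA, 1 mM DTT. OMFP (added at 50 uM) then reacted 10 min; fluorescence read at 485/525 nm.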
A-T KAP1 phos = candidate therapy for ataxia-telangiectasia; 0.19% of 320,000 active; Potency, µM (titrated, usually from 57.5 µM), inactives show at the top dose activation, actives largely listed as activators; […] A-T fibroblasts, KAP-1 phosphorylation AlphaLISA; neocarzinostatin DNA damage 30 min before lysis; note: potency is the fitted concentration of half-maximal effect; % of control where 0% means no effect; nearly all actives have a fitted effect of over 45% in size
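hTERT-immortalized A-T patient fibroblasts ([…]), 500 cells/well in OPTI-MEM, 1% FBS, got compounds for 60 min, then NCS for 30 min at 37C. Lysates were then assayed for phospho-KAP-1 by AlphaLISA (anti-pKAP1 donor, anti-KAP1 acceptor beads), 6 hr at 25C.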
a7 integrin act = integrin-mediated muscular dystrophy alleviation activation; alpha7betagal myoblasts, beta-gal FDG fluorescence, 48 h; Potency, µM (doses to about 38.3 µM), inactives show at the highest dose activation, actives largely listed as activators; 0.064% of 350,000 active; AID 624291;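 note: potency is the fitted concentration of half-maximal effect; 100% = response of the positive control SU9516; nearly all actives have a fitted effect of over 60% in size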
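alpha7betagal+/- myoblasts (passage 13, 250/well) treated 48 h at 37C with compounds at 1:260 dilution of DMSO stock. Lysed, then beta-galactosidase activity read as FDG fluorescence (ex 480/em 540) after 30 min, with pre-read for autofluorescence.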
Mito fusion act = blocks mitochondrial division or promotes mitochondrial fusion. 0.23% of 320,000 active. Potency, µM (highest dose often 46.1 µM), for inactives: at the top dose growth rescue (activation), actives largely listed as activators. S. cerevisiae fusion-defective mutant growth rescue, CellTiterGlo 48 h. AID 485298;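 note: potency is the fitted concentration of half-maximal effect; % of control where 0% means no effect; nearly all actives have a fitted effect of over 45% in size; temperature-sensitive fusion mutants such as fzo1-1 at 37 °C on non-fermentable ethanol glycerol medium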
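Temperature-sensitive fusion-defective S. cerevisiae (e.g. fzo1-1, mgm1-5) were grown with compound in YPEG medium (3% ethanol, 3% glycerol) for 48 hours at 37C. Growth rescue was measured as viability by CellTiterGlo luminescence after 10 minutes at ambient.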
ELG1 DNA repair = inhibitors of ELG1-dependent DNA repair in HEK293T cells; HEK293T ELG1-luciferase reporter, luminescence, 16 h; DNA damage induced by 5-fluorouridine; 2.3% of 330,000 active; Potency, µM (series often up to 46.1 µM), without a hit: at the highest dose activity change, negative = inhibition, hits mostly inhibitors; AID 504467; note: potency is the fitted concentration of half-maximal effect; % is set by controls: 0 for no effect and ±100 for the full control effect; nearly all actives have a fitted effect of over 55% in size
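DMSO vehicle served as the neutral condition. Each well held 2,000 cells given 5-fluorouridine plus compound; after 16 hr at 37 °C/5% CO2, ONE-Glo was added and luciferase measured 30 min later.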
S-ASM inh = human S-ASM enzyme inhibition | P17405 | 0.006% of 340,000 active | Potency, µM (titrated, usually from 57.5 µM), for the others: top-dose activity change, negative = inhibition, hits mostly inhibitors | placental ASM, HMU-PC fluorogenic substrate, 60 min; note: potency is the fitted concentration of half-maximal effect
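HMU-PC0 cleavage (9 uM final) by human placental ASM, 60 min at 37 °C following 10 min compound exposure at RT; stopped at pH 10, fluorescence Ex 386/Em 447 nm.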
An asterisk follows results filed as active; ? = inconclusive; . = not tested or not shown; [ ] = dose if it differs, or a comment. Unless noted, calls come from the whole dose curve; as a rule, active = well fitted curve in the direction sought with a large enough effect; inconclusive = small, poorly fitted or top-dose-only effect, or another doubt; inactive = no such curve, though single readings can be large; an effect the other way counts as inactive or inconclusive.

SMILES	TCR act	Tb PFK block	PTAP TSG101 blk	TSHR antag	Chronic BCR inh	Eya2 inh	A-T KAP1 phos	a7 integrin act	Mito fusion act	ELG1 DNA repair	S-ASM inh
O=C(Cn1nc(C(F)(F)F)c2c1CCCC2)NC1CCCC1	4%	0%	-5%	13	1%	-6%	3%	-6%	3%	?	-4%
CCOc1ccc(NC(=O)c2ccc(NC(=S)NC3CC3)cc2)cc1	4%	-5%	-5%	5	-14%	-5%	3%	-16%	-1%	?	-1%
COC(=O)c1ccc(N2CCS(=O)(=O)CC2)cc1	3%	1%	-1%	16	-1%	-4%	-1%	-12%	-3%	11%	3%
COc1ccc(C2=NCCn3nc4cc(C(F)(F)F)ccc4c32)cc1	-2%	-18%	-3%	-12	-4%	-28%	3%	-5%	17%	?	-3%
CCn1cnnc1SCC(=O)Nc1ccccc1C(=O)NC1CC1	2%[46.1 µM]	-1%	-2%	4	1%	-6%	10%	6%	.	10%	0%
COc1ccc(-c2noc(CSc3nc4sc(C)c(C)c4c(=O)n3-c3ccccc3)n2)cc1OC	9%	-9%	1%	2	?	-25%	4%	-21%	-3%	4%	0%
CC(C)(C)C(=O)Cn1c(=N)n(Cc2ccccc2)c2ccccc21	-3%[46.1 µM]	1%	-14%	-8	7%	-23%	1%	-10%	20%	-13%	1%
Cc1ccccc1NC(=S)N(Cc1ccco1)C(C)c1ccccn1 (stereo not given)	1%	-3%	1%	3	4%	-28%	-3%	11%	-7%	13%	3%
COc1ccc(OC)c(/C=C2\N=C(c3ccccc3)OC2=O)c1	-2%	2%	?	2	-1%	15%	-1%	3%	0%	?	5%
NS(=O)(=O)c1ccc(Oc2ccc(S(N)(=O)=O)cc2)cc1	.	0%	1%	-4	3%	-4%	1%	7%	?	-9%	5%
O=C(NCCCN1CCCC1)c1ccc2c(c1)N(Cc1ccccc1F)C(=O)c1ccccc1S2(=O)=O	2%	-1%	0%	1	-8%	7%	5%	-49%[inhibitor]	6%	-2%	-2%
CCOc1ccc(NC(=S)NC(=O)c2ccco2)cc1	-5%	2%	-1%	30	-9%	8%	7%	-6%	5%	?	-1%
CCOC(=O)C(NC(=O)CC)C(O)c1cccc([N+](=O)[O-])c1 (stereo not given)	-13%	3%	5%	4	3%	-2%	3%	2%	-2%	6%	-4%
O=C(CC1CCC1)NC(c1ccccc1)c1ccccc1	-5%	1%	0%	-8	-1%	-2%	5%	-3%	1%	-7%	0%
CCc1ccc(N(CC(=O)N2CCCCCC2)S(C)(=O)=O)cc1	-3%	8%	2%	2	4%	-2%	8%	?	1%	-2%	-2%
CSCC[C@H](NC(=O)OC(C)(C)C)C(=O)N1CCC(C(=O)N[C@@H](C)C(=O)O)CC1	2%	1%	-7%	-10	?	10%	-2%	5%[7.66 µM]	-25%	0%	7%
Cc1c(CC(=O)N2CCN(C(=O)C3COc4ccccc4O3)CC2)c(=O)oc2cc(O)cc(O)c12 (stereo not given)	-14%	3%	-1%	-14	-4%	0%	-2%	37%	-5%	?	466%[activator]
O=C(NCCNC(=O)c1ccccn1)c1ccc(-c2ccccc2)cc1	-2%	-4%	-2%	1	0%	-3%	8%	25%	-1%	-1%	-2%
Cc1ccc(NC(=O)c2c(C)nc3ccccn23)cc1C	.	-5%	-5%	-2	11%	18%	5%	3%	-1%	?	-2%
COC(=O)C1[C@H]2SC(C)(C)C(C(=O)OC)N2C(=O)N1Cc1nc2ccccc2s1 (stereo not given in full)	1%	-2%	-2%	-4	3%	2%	-17%	1%	1%	?	8%
CCC(C)N(C(=O)COC(=O)/C=C/c1ccc(O)c(OC)c1)C1CCS(=O)(=O)C1 (stereo not given)	-3%[46.1 µM]	-2%	-13%	5	?	5%	-10%	28%	-2%	1%	24%
O=C(NCc1ccc2c(c1)OCO2)c1c[nH]c2ccc(S(=O)(=O)N3CCOCC3)cc2c1=O	.	-4%	-9%	-3	0%	-14%	4%	2%[7.66 µM]	-1%	-3%	-1%
COC(=O)c1ccc(CNC(=O)COC(=O)COc2ccc(OC)cc2)cc1	0%	-7%	-3%	-9	8%	-27%	-3%	-5%	-4%	16%	2%
O=C(NCCOc1cccc(Cl)c1Cl)c1cc(-n2cnnc2)ccc1Cl	0%	-14%	-8%	-5	-1%	-1%	-1%	1%[7.66 µM]	2%	1%	2%
Cc1cc(C)cc(-n2ncc3c2CCCC3NC(=O)c2cc(C)oc2C)c1 (stereo not given)	-4%	8%	-2%	-6	10%	8%	1%	-35%	-18%	-7%	0%
COc1ccccc1S(=O)(=O)Nc1ccc(S(=O)(=O)Nc2nccs2)cc1	-7%	-1%	1%	-10	6%	-2%	-10%	-17%	-2%	13%	1%
CN1CCN(CCNC(=O)Cn2c(=O)c3cccn3c3ccc(F)cc32)CC1	1%	-3%	-5%	2	0%	2%	-10%	-7%	-1%	12%	1%
COc1ccc(CNC(=O)C2CC(c3ccccc3[N+](=O)[O-])=NO2)cc1 (stereo not given)	-12%	0%	.	17	-5%	-7%	-8%	4%	6%	?	-2%
Cc1ccnc(NCc2ccc(Cl)cc2)c1	1%	-15%	0%	-7	11%	-5%	12%	?	-14%	6%	1%
CCOC(=O)Cc1cnc(NC(=O)c2ccccc2)s1	6%	2%	1%	18	?	-12%	35%	3%	2%	-9%	-1%
CCC(C)(C)NC(=O)Cc1ccc(Cl)cc1	5%	-23%	-1%	30	-1%	14%	8%	-14%	-2%	0%	4%
O=C(NC1CCCCC1)C(c1ccc(F)cc1)N(C(=O)Cc1ccsc1)c1ccc(F)cc1 (stereo not given)	1%	-2%	-2%	23	-4%	4%	4%	-6%	0%	3%	0%
O=C1c2ccccc2C(=O)N1c1cccc(-c2nc3ccccc3o2)c1	5%	-3%	-2%	-5	0%	-14%	6%	12%	-2%	8%	-2%
Cc1nc2ccc(NC(=O)c3ccc(Cl)c(NC(=O)c4cccs4)c3)cc2s1	0%	-4%	0%	-10	2%	9%	-2%	-7%	-4%	-20%	-11%
CCN(Cc1ccccc1)C(=O)C(C)OC(=O)c1cc(S(=O)(=O)Nc2c(C)n(C)n(-c3ccccc3)c2=O)ccc1C (stereo not given)	-3%	-2%	-7%	-5	4%	-12%	-1%	0%	-1%	?	2%
COc1ccc(C(=O)Nc2cccc(-c3ccc4nncn4n3)c2)cc1OC	5%	1%	-5%	-5	-2%	-4%	4%	?	-2%	-6%	0%
CCOC(=O)C1CCN(CCC(=O)Nc2cc(C)ccc2C)CC1	3%	8%	-1%	12	8%	-9%	5%	7%	-2%	-15%	10%
C[C@H](NC(=O)OCc1ccccc1)C(=O)NNC(=O)[C@H](Cc1ccccc1)NC(=O)OC(C)(C)C	-7%	1%	1%	-3	-4%	7%	16%	-22%	5%	?	1%
CC(CCCC(C)(C)O)NC(=O)c1cc(COc2ccc3ncccc3c2)on1 (stereo not given)	-2%	-9%	-7%	-23	-19%	1%	-2%	-52%[inhibitor]	2%	2.6µM*	0%
Cc1nnc(NC(=O)C2(c3ccccc3)CCOCC2)s1	15%	3%	0%	17	0%	-5%	0%	0%	-6%	0%	0%
CC(C)Cc1nc2ccccc2n1CCc1ccccc1	-4%	-3%	-10%	-11	2%	-5%	12%	2%	26%	-2%	-1%
Cc1ccc(C(=O)N/N=C\c2ccc(-c3ccc(Cl)c(Cl)c3)o2)cn1	-5%	9%	-13%	-40	5%	-6%	14%	-56%[inhibitor]	5%	-16%	81%[activator]
COC(=O)C1=NNCC12CC(=O)N(c1ccc(Br)cc1)C2=O (stereo not given)	-1%[46.1 µM]	-3%	-5%	-1	3%	0%	-1%	11%	1%	-1%	3%
